Screening results from PubChem BioAssay.
Tb PFK inh: inhibitors of T. brucei phosphofructokinase. O15648. T. brucei PFK, ADP-Glo luminescence. 330,000 compounds, 0.17% hits. Potency, µM (top dose mostly 57.5 µM), without a hit: at the top dose activity, negative = inhibition, hits mostly inhibitors;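 further: potency means the concentration at half of the fitted maximal effect; 0% = uninhibited 1x PFK enzyme wells and -100% = no-enzyme wells; nearly all actives have a fitted effect of over 60% in size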
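1.25 nM PFK with 0.5 mM F6P and 0.1 mM ATP in 0.1 M TEA pH 8.0, 5 mM MgCl2, incubated 45 min at room temperature; ADP measured by ADP-Glo luminescence; compounds titrated up to 57 uM.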
BCR signal inh: inhibitors of chronic active B-cell receptor signaling; ABC-DLBCL IkBa-CBG/CBR reporter, luminescence ratio, 4 h; Potency, µM (highest dose often 46.1 µM), inactives show top-dose ratio change, negative = lower green/red ratio, most hits filed as inhibitors; 340,000 compounds, 0.05% hits; AID 493014; active means well fitted inhibition curve with a large enough effect in the signal ratio, with a control signal flat, not every such curve was filed as active; inconclusive means small, poorly fitted or top-dose-only effect, or effect the other way, or a change in a side signal; the % refers to the signal ratio;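 further: potency means the concentration at half of the fitted maximal effect; plate controls were basal doxycycline-induced cells for no effect and cells given 10 µM MG132 for full effect; MG132 reads +100%, hits lower the ratio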
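TMD8 ABC-DLBCL cells carrying doxycycline-inducible green luciferase fused to IkappaBalpha plus unfused red luciferase were exposed to compounds (up to 46 uM) for 4 hrs at 37C. Activity came from the overlap-corrected green/red luminescence ratio.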
TSHR antag: blocks TSH signaling through the human TSH receptor; P16473; TSHR-expressing cells, TSH-stimulated cAMP HTRF, 2 h; hits give low values; activity change, negative = inhibition, % at 11.5 µM; 330,000 compounds, 0.2% hits;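 active means activity change below a set negative limit, meaning inhibition stronger than a set level, cut at about -70% in these data; inconclusive means activity change between two set negative limits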; further: on the % scale 0 is the no-effect control and ±100 the full control effect
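TSHR-expressing cells were treated with compounds, then stimulated with TSH at EC80 (4nM final) for 2 hours at 37 deg C. Cellular cAMP was measured by HTRF competition between lysate cAMP and cAMP-d2 for a cryptate-labelled anti-cAMP antibody.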
A-T KAP1 phos: potential ataxia-telangiectasia treatment. […] A-T fibroblasts, KAP-1 phosphorylation AlphaLISA; neocarzinostatin DNA damage 30 min before lysis. Potency, µM (titrated, usually from 57.5 µM), without a hit: top-dose activation, actives largely listed as activators. 320,000 compounds, 0.19% hits; further: potency means the concentration at half of the fitted maximal effect; % of control where 0% means no effect; nearly all actives have a fitted effect of over 45% in size
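ATM-like activity read as KAP-1 phosphorylation via AlphaLISA donor/acceptor antibody pairs after lysis and 6 hr at 25C. Cells were ATM-null patient fibroblasts ([…], hTERT), dosed 60 min, then exposed to the DSB inducer NCS for 30 min.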
Giardia kill: kills Giardia lamblia; Giardia lamblia trophozoite viability; activity change, % at 7.66 µM, hits read low; 340,000 compounds, 0.15% hits; in the data active means activity change below about -80%; inconclusive means between about -30% and that limit;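 further: parasites exposed to compound for two days anaerobically before the ATP read; on the % scale 0 is the no-effect control and ±100 the full control effect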
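ATP-content bioluminescence gauges trophozoite survival. Cells (100/well) receive compound and incubate anaerobically for 48 hrs at 37 deg C; detection reagent follows for 15-30 min at room temperature.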
CXXC DNA block: inhibitors of human MLL CXXC domain-DNA interaction | AID 2662 | 290,000 compounds, 0.037% hits | Q03164 | MLL-CXXC / FITC-HOXA9 DNA fluorescence polarization | Potency, µM (titrated, usually from 115 µM), for the others: at the top dose activity change, negative = inhibition, hits mostly inhibitors; active means well fitted inhibition curve with a large enough effect in the polarisation, with a control signal flat, not every such curve was filed as active; inconclusive means small, poorly fitted or top-dose-only effect, or effect the other way, or a change in a side signal; inactive means no such curve, though single readings can be large or run the other way; the % refers to the polarisation; further: potency means the concentration at half of the fitted maximal effect
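Fluorescence polarization: 7 uM MLL-CXXC (stock) preincubated 5 min with compounds, then 50 nM fluorescein-HOX-A9 DNA (stock) added; 30 min ambient. Buffer 50 mM Tris-HCl pH 7.5, 50 mM NaCl, 1 mM DTT, 0.05% BSA.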
KCNH2 WT inh: KCNH2 (human, wildtype) channel inhibition | Q12809 | U2OS, BacMam KCNH2, thallium flux FluxOr; hits give low values | activity change, % at 1.84 µM | 340,000 compounds, 0.37% hits;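 active means maximum activity change below -70%; inconclusive means maximum activity change between -70% and -50%; inactive means maximum activity change above -50%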; further: on the % scale 0 is the no-effect control and ±100 the full control effect
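U2OS cells were transduced with wild-type KCNH2 virus (2.03 x 10^8 / mL) for 4 h at room temperature, then cultured overnight at 37 C. Thallium flux was read with FluxOr dye. Rate constants were normalized to DMSO controls.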
GALK inh: galactokinase (human) inhibition; P51570; Purified GALK, Kinase-Glo residual ATP luminescence; Potency, µM (top dose mostly 57.5 µM), for the others: top-dose activity change, negative = inhibition, hits mostly inhibitors; 270,000 compounds, 0.007% hits; AID 1868; further: potency means the concentration at half of the fitted maximal effect; on the % scale 0 is the no-effect control and ±100 the full control effect
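Kinase-Glo Plus luminescence measured ATP left after a 1 h room-temperature reaction. The reaction used 5 nM GALK, 100 uM galactose and 35 uM ATP at pH 8.0 (20 mM HEPES, 5 mM MgCl2, 60 mM NaCl, 1 mM DTT, 0.01% BSA).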
FBPA coupling cs: counter-screen for Giardia aldolase inhibitors: coupling enzyme system | coupling enzyme system counterscreen, AmpLite Red fluorescence | activity change, negative = inhibition, % at 58.2 µM, hits read low | 290,000 compounds, 0.67% hits | AID 2472; in the data active means activity change below about -30%; further: on the % scale 0 is the no-effect control and ±100 the full control effect
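Counterscreen of the coupled detection system alone, without aldolase: glyceraldehyde-3-phosphate coupling enzymes plus AmpLite Red readout. Compounds at 57.5 uM final, 10 min RT preincubation, 20 min RT reaction, fluorescence 525/598 nm.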
TCR act: activators of T cell receptors | primary human leukocytes, anti-CD3, IL-2 HTRF, 48 h | Potency, µM (top dose mostly 9.22 µM), inactives show at the top dose activation of IL-2 secretion, hits mostly activators | 330,000 tested, under 10 active; further: % of control where 0% means no effect
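Human primary leukocytes + a-CD3 beads + cpd, 48 hr; IL-2 in supernatant by HTRF (ex 320nm / em 665nm). No co-stimulatory signal supplied.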
Active calls of the source: *; ? = inconclusive; . = no result given; & = joins results of further samples; [ ] = another dose, or the depositor's remark. Unless noted, the call rests on the fitted dose curve; in most records, active means well fitted curve in the direction sought with a large enough effect; inconclusive means small, poorly fitted or top-dose-only effect, or another doubt; inactive means no such curve, though single readings can be large; an effect the other way counts as inactive or inconclusive.

molecule | BCR signal inh | Tb PFK inh | FBPA coupling cs | GALK inh | CXXC DNA block | Giardia kill | A-T KAP1 phos | KCNH2 WT inh | TCR act | TSHR antag
COCC(=O)Nc1nnc(COc2ccccc2)s1 | 3% | 1% | 4 | 1% | -8% | 22 | 3% | -7 | 8% | 5
O=[N+]([O-])c1cc2c(cc1/C=N/Nc1nc(N3CCCC3)nc(N3CCCC3)n1)OCO2 | 10% | -7% | -7 | -1% | 0% | 16 | . | 1 | -3%[46.1 µM] | -8
Cc1c(CNC(=O)c2nn3c(c2Cl)NC(c2ccccc2)CC3C(F)(F)F)cnn1C (stereo not drawn) | 2% | -1% | 2 | 16% | 2% | -13 | 0% | -19 | -1% | 1
Cc1cccc(OCCNC(=S)NC(=O)c2cncc(Br)c2)c1 | 0% | 1% | 0 | 1% | 1% | -14 | 0% | -20 | 1% | -7
CCOC(=O)c1cc(-c2cccs2)[nH]n1 | ? | -2% | 0 | -1% | 46%[activator] | 8 | 7% | 7 | 4% | 10
CCc1ccc(C(=O)COC(=O)c2ccc(-c3nnc(-c4ccccc4)o3)cc2)cc1 | 0% | -2% | -2 | -2% | -6% | -18 | 5% | -10 | -12% | -5
O=C(CCC1CCCC1)N1CCN(C(=O)c2cccnc2)CC1 | 8% | -5% | 2 | 0% | -5% | 1 | 7% | -16 | 12% | 6
CCc1cc2c(CN3CCN(C)CC3)cc(=O)oc2cc1O | 12% | -5% | 1 | -4% | -7% | 24 | 4% | -2 | -6% | 1
CC(=O)N1CC2(C)CN(C(C)=O)CC(C)(C1)C2=O | 0% | 2% | 0 | 1% | 10% | 17 | -2% | 4 | 4% | 5
C[C@]12CC[C@@H]3c4ccc(OS(=O)(=O)O)cc4CC[C@H]3[C@@H]1CCC2=O | 5%&5% | -2%&-10% | 8 | -1% | 4% | 1&7 | 4%&-4% | 3&4 | -10%&2% | 4&-2
CC(=O)Oc1ccc(OC(C)=O)c(SCCCCCN2CCOCC2)c1 | ? | 5% | -15 | 0% | 1% | -2 | -15% | -5 | 2% | 23
COc1ccc(CCNC(=O)CC2SC(=NCc3ccccc3)NC2=O)cc1 (stereo not drawn) | 2% | -6% | 3 | 0% | 3% | -9 | -1% | -6 | -1% | -1
Cc1ccc(NC(=O)CSc2nnc(-c3cnccn3)n2-c2ccccc2)cc1 | 6% | -1% | 5 | 3% | 0% | -2 | 2% | 28 | 0% | 2
CC(=O)c1cc(CN2CCC(n3nccc3NC(=O)c3ccccc3C)CC2)cs1 | 0% | -9% | . | 7% | 0% | -16 | 4% | 17 | -4% | -6
COc1ccc(C(=O)OCC(=O)NCC2CCCO2)cc1 (stereo not drawn) | -8% | 2% | 1 | 0% | 3% | 4 | -2% | 2 | 7% | -3
C[C@H]1CN(Cc2ccccc2)C(=O)[C@@H]1CC(=O)NCc1ccccc1 | 5% | 1% | -1 | . | -6% | 7 | -3% | -5 | -6% | 4
COc1ccc(C(=O)N2CCC(C(=O)Nc3ccc4c(c3)OCO4)CC2)cc1 | 2% | 4% | 2 | 1% | -1% | 6 | . | 6 | -7% | -10
c1nnc(-c2ccc3c(c2)OCO3)o1 | -8% | -3% | 2 | 9% | 0% | 9 | 3% | 2 | 7% | -5
Cn1cnnc1SCCC(=O)Nc1ccccc1 | 3% | 4% | 5 | 3% | -3% | -8 | -2% | -10 | 5% | -1
CCCC(O)(c1ccccc1)C(CN1CCOCC1)c1ccccc1 (stereo not drawn) | 8% | 0% | -4 | 6% | -5% | 9 | 12% | -2 | 6% | 11
O=C(CCN1CCCCC1)N/N=C/c1c[nH]c2ccccc12 | ? | -7% | -1 | . | 3% | 11 | 6% | -2 | -1% | -2
C/C=C(\C)C(=O)O[C@@H]([C@H](O)c1cc2ccc(=O)oc2cc1OC)C(C)(C)O | 3% | -13% | . | . | . | 4 | 8% | -13 | -6% | 2
NCCc1c(-c2ccccc2)n(-c2ccccc2)c2ccccc12 | ? | 2% | -1 | 1% | 31%[activator] | 12 | -3% | -2 | -2% | 15
COC(=O)c1ccc(NC(C(=O)OC)C(C)C)c([N+](=O)[O-])c1 (stereo not drawn) | -1% | 1% | 2 | 0% | -6% | -2 | -14% | 42 | 0%[46.1 µM] | 0
O=C(CNC(=O)c1ccc(Br)o1)NCC(=O)OCc1ccccc1 | 9% | -7% | . | . | . | -1 | 1% | 0 | 7% | 3

The listing continues:
molecule | BCR signal inh | Tb PFK inh | FBPA coupling cs | GALK inh | CXXC DNA block | Giardia kill | A-T KAP1 phos | KCNH2 WT inh | TCR act | TSHR antag
CCCOc1ccc(-c2c(C(=O)N/N=C/c3ccco3)nnn2-c2nonc2N)cc1 | 10% | -1% | -3 | -3% | 1% | -1 | -2% | -2 | 0% | 15
CCOc1ccc(NC(=O)C2CCC(C)(C(=O)O)C2(C)C)cc1 (stereo not drawn) | 0% | 1% | 2 | 2% | 7% | -15 | -9% | -1 | 7% | -3
O=C(CN1CCN(c2nc(-c3ccc(Cl)cc3)cs2)CC1)NCc1ccco1 | 23% | -5% | 0 | 0% | -2% | -22 | -5% | 12 | . | 1
Cc1nn(Cc2ccccc2)c(C)c1/C=N/NC(=O)c1cccnc1 | 0% | 2% | 3 | 2% | 1% | -14 | . | -4 | -2%[46.1 µM] | 35
CCOc1ccccc1C(=O)N[C@H](C(=O)NCc1ccccc1)C(C)C | 0% | -1% | -1 | -2% | -6% | -6 | -6% | 1 | -2% | 8
CCc1c(C(=O)Nc2ccc(S(=O)(=O)N3CCOCC3)cc2)csc1C | ? | 12% | -12 | -2% | 8% | 5 | 5% | 6 | . | 19
CCOC(=O)C1=NN(C(=O)Cc2ccccc2)C(O)(C(C)(C)C)C1 (stereo not drawn) | -6% | -10% | -1 | 3% | -17% | 8 | 0% | -2 | -1% | -11
O=C(CSc1nnc(CN2CCOCC2)n1-c1ccc(Cl)cc1)Nc1cc(Cl)ccc1O | . | . | 6 | 0% | 7% | 0 | . | -2 | -2% | .
Cc1nc2c(Br)c3nc(C(F)(F)F)[nH]c3c(Br)c2[nH]1 | ? | 1% | -19 | 1% | -2% | 13 | 4% | 8 | 5% | 10
Cc1nc(N2CCOCC2)nc(N2CCCCC2)c1[N+](=O)[O-] | -4% | 0% | 4 | 0% | 9% | 10 | -6% | -7 | -3%[46.1 µM] | 1
CC[C@]12c3[nH]c4cc(CCC(=O)N(C)C)ccc4c3CCN1C(=O)[C@@H](CC(=O)NCc1ccc(OC)c(OC)c1)C[C@@H]2C(=O)N1CCN(C(=O)C2CC2)CC1 | 0% | -1% | . | . | . | 8 | 5% | 1 | -2%[46.1 µM] | 20
O=c1c(Cc2ccc(F)cc2)c(O)ccn1CCCN1CCOCC1 | -2% | 1% | -1 | 1% | 12% | 16 | 1% | . | 1% | 5
CCOC(=O)N1N=C(C)CC1(O)c1ccc(Cl)cc1 (stereo not drawn) | 0% | -4% | -3 | 8% | -2% | 1 | -4% | 4 | -3% | 6
COc1ccc(C(=O)O)cc1S(=O)(=O)NCc1ccncc1 | -1% | 10% | . | . | . | -10 | 13% | -5 | -3% | -2
COc1cccc(N=C(N)N=C(N)N)c1 | 2% | -6% | 1 | -1% | -1% | -24 | -9% | 14 | -2% | -2
O=C(c1ccco1)N(Cc1cc2ccccc2[nH]c1=O)CC1CCCO1 (stereo not drawn) | -15% | -2% | 0 | 1% | 1% | 7 | -1% | -9 | 6% | 4
N#Cc1c(NC(=O)C(=O)NCCCN2CCOCC2)sc2c1CCCC2 | 0% | 2% | 0 | -1% | 3% | 15 | 1% | -3 | 3% | -8
COc1ccc2nc(N/C(N)=N/C(=S)Nc3ccccc3)nc(C)c2c1 | -2% | -2% | 2 | -2% | 13% | -17 | -3% | 1 | 0% | -14
O=C(c1ccc2oc(CCc3ccccc3)nc2c1)N1CC[C@H](O)C1 | 2% | 3% | . | -3% | -2% | -5 | 19% | 0 | 1% | -4
COc1ccc(NC(=O)CCCNC(=O)Cn2cnc3sc4c(c3c2=O)CCCC4)cc1OC | 0% | 1% | 3 | -1% | -1% | -14 | -2% | -6 | 2% | 2
CCC(C)(C)NC(=O)C1CCCN1C(=O)NC1CCCCC1 (stereo not drawn) | -7% | 0% | 3 | -2% | 0% | 2 | 1% | -26 | 3% | 9
CCN(C(=O)CCN1C(=O)c2ccccc2S1(=O)=O)c1ccccc1 | -1% | -1% | . | . | . | 2 | -7% | 7 | 1% | 1
Cn1ccc(-c2cc(C(=O)O)c3ccccc3n2)n1 | 0% | -4% | -3 | -1% | -1% | ? | 11% | -10 | -1% | 4
CC1CCC/C=C/C(=O)c2c(O)cc(O)cc2CC(=O)O1 (stereo not drawn) | ? | 0% | -8 | -11% | 7% | 21 | ? | 8 | -13% | -12
